Screens from PubChem.
NPYLR7 ag: activates Aedes aegypti NPYLR7 receptor. activation, % at 10 µM. HEK293T NPYLR7/Galpha15, GCaMP6s calcium fluorescence. actives 0.15% (n = 270,000); in the data active = activation above about 40%;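 note: 0% = vehicle and 100% = reference agonist at the receptor; some compounds past the cut are filed as inactive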
hcGAS inh: human cGAS inhibition | Q8N884 | recombinant h-cGAS, ATP depletion, Kinase-Glo luminescence | inhibition, % at 12.5 µM | actives 0.081% (n = 290,000);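 note: 0% = vehicle reaction and 100% = reaction without DNA for no activity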
Target sequence (Q8N884 whole entry, looked up): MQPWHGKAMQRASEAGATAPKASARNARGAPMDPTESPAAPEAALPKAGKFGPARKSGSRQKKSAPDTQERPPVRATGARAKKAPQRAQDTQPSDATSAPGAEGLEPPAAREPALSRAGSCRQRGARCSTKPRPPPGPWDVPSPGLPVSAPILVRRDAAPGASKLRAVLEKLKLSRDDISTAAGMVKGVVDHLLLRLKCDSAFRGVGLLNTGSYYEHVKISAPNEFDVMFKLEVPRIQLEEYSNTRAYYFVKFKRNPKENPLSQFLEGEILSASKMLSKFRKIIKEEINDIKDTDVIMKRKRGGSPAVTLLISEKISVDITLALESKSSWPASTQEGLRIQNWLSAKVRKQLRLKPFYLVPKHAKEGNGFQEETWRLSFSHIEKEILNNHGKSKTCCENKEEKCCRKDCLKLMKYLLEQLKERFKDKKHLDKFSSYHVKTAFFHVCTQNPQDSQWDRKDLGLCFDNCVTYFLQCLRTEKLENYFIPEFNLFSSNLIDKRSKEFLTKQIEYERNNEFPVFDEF
mcGAS lum: mouse cGAS inhibition by luminescence; Q8C6L5; recombinant cGAS, Kinase-Glo ATP depletion luminescence; inhibition, % at 12.5 µM; actives 0.15% (n = 160,000); AID 1259399;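 note: 0% = negative control wells and 100% = reference inhibitor with no enzyme activity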
An asterisk follows results filed as active; nt = no result given; & = joins results of further samples. Cut-off read from the data, not from the text of the source, unless noted: active = inhibition above about 40%; inactive = the rest. Outcome played no part in choosing rows; any-hit rate near 0.29%.

no.	SMILES	NPYLR7 ag	hcGAS inh	mcGAS lum
1	O=C(c1cccs1)N1CCOc2ccc(CN3CCN(c4ccccc4)CC3)cc2C1	-1	-6	-13
2	CC1(NC(=O)C(c2ccccc2)c2ccccc2)CCS(=O)(=O)C1 (stereo not given)	5	2	-5
3	CCc1ccccc1N1CCN(Cc2ccccc2C)C(C)C1=O (stereo not given)	-9	-1	1
4	O=C(Nc1ccc(F)c(F)c1)N1CCC2(CC1)SCCN2C(=O)c1ccc(C(F)(F)F)cc1	4	0	-3
5	Cc1cccnc1CN1CCN(CC2CCOC2)CC1 (stereo not given)	3	-1	-4
6	O=C(CSc1nc2ccccc2n1Cc1ccccc1)N/N=C\c1c(F)cccc1Cl	0	-3	nt
7	O=C1CC(N2CCN(c3ccc(F)cc3)CC2)C(=O)N1c1ccc(I)cc1 (stereo not given)	6	-3	-4
8	Cc1cccc(C(C(=O)NCCC(=O)Nc2nccs2)N(C)C)c1 (stereo not given)	6	-2	nt
9	COc1ccc(-c2cnc3ncnn3c2N2CCN(S(=O)(=O)c3cc(C)c(Cl)cc3Cl)CC2)cc1OC	nt	1	-4
10	CN(C)c1ccc(NC(=O)c2cccs2)cc1CN(CC1CCCO1)C(=O)CC(C)(C)C (stereo not given)	-15	4	-1
11	COc1cccc(C(=O)Nc2ccc(N3CCN(c4ccccc4OC)CC3)c(C(=O)NCc3ccc(F)cc3)c2)c1	nt	-12	-6
12	CCOC(=O)c1c(C)n(-c2ccc(C)c(C)c2)c2ccc(OC(=O)c3ccccc3)cc12	-5	-4	-4
13	CCc1ccc(OC)c(S(=O)(=O)Nc2ccc(Cl)cc2)c1	7	-9	nt
14	Cc1ccc(CN2CCN(c3ncnc4ccccc34)CC2)o1	3	4	nt
15	O=C(CCc1cc(=O)[nH]o1)N1CCC2(CCCO2)CC1	8	-5	-14
16	CC(C)(C)c1ccc(C(=O)NCC(=O)Nc2cc(F)ccc2O)cc1	-3	0	nt
17	CCOC(=O)c1cc(C(C)=O)c(C)[nH]c1=O	3	1	-2
18	N#Cc1ccc(NC(=O)c2cnc(Cl)c(Cl)c2)cc1	1	-4	nt
19	Cc1cccc(-n2cc(-c3ccnc(NC(C)Cc4ccncc4)n3)cn2)c1 (stereo not given)	-3	3	5
20	O=C(c1ccccc1F)N(Cc1ccco1)Cc1c(-c2ccccc2)noc1N1CCCC1	-3	-4	-4

no.	SMILES	NPYLR7 ag	hcGAS inh	mcGAS lum
21	CCOC(=O)CC1CCCCN1C(=O)c1cc(Cn2ccnc2C(C)C)[nH]n1 (stereo not given)	22	-5	nt
22	O=C(C1CCOCC1)N1C[C@H](O)[C@@H](N2CCN(c3ccccn3)CC2)C1	8	-3	-8
23	COc1ccccc1NS(=O)(=O)c1ccc2oc(SCCOc3ccccc3)nc2c1	12	-23	-3
24	CCOC(=O)C1(C(=O)OCC)C(c2ccccc2)CC(=O)CC1c1ccccc1 (stereo not given)	-1	1	nt
25	CCOC(=O)C1(CCCc2ccccc2)CCN(C(=O)c2csc(C(C)=O)c2)CC1	11	-15	-12
26	O=C(CSc1ccc2ccccc2c1)OCn1nnc2ccccc2c1=O	-5	-4	nt
27	Cc1cnc(C)c(N2CCN(Cc3nc(Cc4cccc(C(F)(F)F)c4)no3)CC2)n1	18	-5	-10
28	Cc1nc2c(C)cccn2c1CN1CC[C@@]2(C1)[C@@H](O)CN(C)S2(=O)=O	3	4	-4
29	O=C(COc1ccc(F)cc1Br)NCCOc1ccc(Cl)cc1	-2	-6	nt
30	CCCCS(=O)(=O)N1CCCN(C(=O)CN2CCc3sccc3C2c2cccc(F)c2)CC1 (stereo not given)	6	-4	-5
31	O=C(Cn1nc2c(c1NC(=O)c1cc3ccccc3o1)CSC2)NCCc1ccccc1	2	5	2
32	COc1ccc(Cl)cc1N1CCN(C(=O)COc2ccc(Cl)cc2)C(C)C1=O (stereo not given)	-4	2	-3
33	CC(C)(C)CC(=O)NCC(=O)N1CCCC(N2CCCC2)C1 (stereo not given)	6	-6	nt
34	Cc1c(C(=O)N2CCCC(CO)(Cc3ccc(F)cc3F)C2)[nH]c2ccc(Cl)cc12 (stereo not given)	5	-7	-10
35	Cn1c(=O)n(CC(N)=O)c(=O)c2c1nc1n2CCCN1c1ccc(F)cc1	nt	-4	-6
36	O=C(CN(Cc1ccccc1)C(=O)C1C[C@H]1c1ccccc1)Nc1cc(-c2ccccc2)nn1-c1ccc(F)cc1 (stereo not given in full)	-4	-7	-5
37	COC(=O)c1ccc(C(=O)N(CCn2cccn2)c2nc3c(C)cc(C)cc3s2)cc1	-14	-3	-12
38	C=CCN(C(=O)c1ccc(Br)cc1)C(C)C(=O)c1c(C)c(C(=O)OC)n(C)c1C (stereo not given)	-7	1	-2
39	CC1CCCCN1S(=O)(=O)c1ccc(C(=O)N(C)CC(=O)Nc2ccc(Cl)c(Cl)c2)cc1 (stereo not given)	3	-3	-7
40	O=C1/C(=C\c2ccc(O)c(Cl)c2)CS(=O)(=O)C/C1=C/c1ccc(O)c(Cl)c1	18	1	nt

In the list so far, three contain a furan ring, fused or not:
no.	SMILES	NPYLR7 ag	hcGAS inh	mcGAS lum
14	Cc1ccc(CN2CCN(c3ncnc4ccccc34)CC2)o1	3	4	nt
20	O=C(c1ccccc1F)N(Cc1ccco1)Cc1c(-c2ccccc2)noc1N1CCCC1	-3	-4	-4
31	O=C(Cn1nc2c(c1NC(=O)c1cc3ccccc3o1)CSC2)NCCc1ccccc1	2	5	2

Carrying on.
no.	SMILES	NPYLR7 ag	hcGAS inh	mcGAS lum
41	CCOC(=O)C1=C(C)NC2=C(C(=O)CCC2)C1c1ccc([N+](=O)[O-])cc1 (stereo not given)	1	-7	-5
42	CCCN1CCC(NC(CC(C)C)c2cccnc2)CC1 (stereo not given)	8	2	nt
43	CSc1ccc(Cn2c(C)c(C(=O)N(C)Cc3ccc(F)cc3)sc2=O)cc1	-8	8	nt
44	O=C1NCC(=O)N2CCN(C3CCN(CCc4ccccc4)CC3)CC12 (stereo not given)	14	-9	nt
45	CCCn1cc(C(=O)N2CCCC(C)C2)c2nn(-c3ccccc3)c(=O)c-2c1 (stereo not given)	9	0	1
46	CCN(CC(=O)NC(C)C)C(=O)c1cc2c(C)nn(CC(C)C)c2s1	5	-8	nt
47	Cc1nc2sccn2c(=O)c1NC(=O)CCCc1ccccc1	8	-7	-7
48	COc1cccc(C2=Nn3c(nnc3-c3cccnc3)SC2)c1	1	-5	nt
49	CCOC(=O)C1CC(=O)NN1c1ncccc1Cl (stereo not given)	6&0	-7&-3	nt
50	CC(C)(C)c1ccc(C(=O)NOCc2ccccc2)cc1	0	-4	-14
51	Cn1cc(N2CCCC(Nc3ccc(-c4cncnc4)cc3)C2=O)cn1 (stereo not given)	-1	-4	nt
52	COc1ccc2nc(NC(=O)C(c3ccccc3)c3ccccc3)sc2c1	-7	3	-6
53	Cc1ccc(C2CCCN2C(=O)C(=O)Nc2cccnc2)cc1C (stereo not given)	5	-10	-16
54	COc1ccccc1CN(C(=O)CCn1nc(C)c(C)c1C)C1CC1	-5	-1	nt
55	Cn1c(CSC2=NCCN2)nc2ccccc21	1	6	nt
56	NC(=O)c1cnn2c1NC(c1ccco1)CC2C(F)(F)F (stereo not given)	-4	-1	-6
57	O=C(Cc1cccs1)Nc1nnc(SCCCOc2ccccc2)s1	13	-9	-6
58	CC(C)=CC(=O)N1CCN(c2c(Cc3ccccc3)c(C)nc3ncnn23)CC1	29	1	-6
59	O=C(OCc1cc(-c2ccc(Cl)cc2)on1)C1CCCC1	-1	-3	nt
60	COC(=O)c1ccc(-c2c(Nc3ccccc3)oc3c2c(=O)n(C)c(=O)n3C)cc1	-12	-5	-9

no.	SMILES	NPYLR7 ag	hcGAS inh	mcGAS lum
61	CCc1cc(N2CCN(CC3=Cc4cccc(OC)c4OC3)CC2)ncn1	-1	-3	nt
62	CCC(CC)C(=O)Nc1c2c(nn1-c1cc(C)cc(C)c1)CSC2	0	-8	nt
63	COc1ccc(NC(=O)N2CCN(c3nc(-c4cccs4)nc4cc(Cl)ccc34)CC2)cc1	6	3	-5
64	CCc1nnc2c3c4c(sc3ncn12)CCCC4	3	-7	nt
65	C=CCOCC(O)CN(Cc1ccc(F)cc1)Cc1cccc(OC)c1 (stereo not given)	22	-10	-4
66	CN(C)c1ccc(NC(=O)C2CCCC2)cc1CN(CC1CCCO1)C(=O)c1ccc(F)cc1 (stereo not given)	-2	13	1
67	CCN(CC)Cc1nc(C2(NCc3ccccc3C)CCCC2)no1	2	-9	nt
68	CCc1nc(C(C)(C)O)n(-c2ccccc2)n1	1	-2	1
69	Cc1ccc(C2=NOC(CNCc3cccc(C(F)(F)F)c3)C2)cc1 (stereo not given)	-2	0	-3
70	CC(C)C1C2CCCCC2=NN1C(=O)CC(C(=O)O)N1CCCCC1 (stereo not given)	1	-7	nt
71	Cc1cccc(-n2nc3c(c2NC(=O)c2ccc(S(=O)(=O)N(C)C)cc2)CSC3)c1C	0	-5	nt
72	c1ccc(-c2cn(CC3CCN(Cc4ccoc4)CC3)nn2)nc1	1	-11	-10
73	Cc1[nH]c2ccc(CNC(=O)CCc3cnccn3)cc2c1C	15	-4	nt
74	CC1CN(S(=O)(=O)c2ccc(F)cc2)CCN1S(=O)(=O)c1ccc(F)cc1 (stereo not given)	1	3	nt
75	CC(C)CN(CCC(=O)NCCN1CCOCC1)c1nc(-c2cccc(Br)c2)nc2ccccc12	-15	-2	-4
76	Fc1ccc(C2=Nc3nc(C(F)(F)F)nn3C(c3ccc(Cl)cc3)C2)cc1 (stereo not given)	-1	-5	-5
77	Cc1ccc(N2C(=O)CSC2c2cccc(NC(=O)CCc3ccccc3)c2)cc1F (stereo not given)	-6	-7	-10
78	CCCC(C)(NCC(=O)N(C)Cc1ccccc1)C(=O)OC (stereo not given)	-3	4	nt
79	CN(Cc1ccc(-n2cccn2)cc1)Cc1cnn(C)c1	13	0	nt
80	Cc1nc(C)c(CC(=O)N2CC[C@H](N3CCOCC3)[C@H](CCCO)C2)s1	nt	2	0

no.	SMILES	NPYLR7 ag	hcGAS inh	mcGAS lum
81	CCOC(=O)c1ccc(OC2CC3CCC(C2)N3C(=O)c2ccc(CSc3cccc(Cl)c3)cc2)cc1 (stereo not given)	11	-6	-5
82	COc1ccc(OC)c(S(=O)(=O)N2CCCC(c3nc4ccccc4s3)C2)c1 (stereo not given)	-8	4	nt
83	Cc1cccc(NC(=O)N(CC(=O)N(Cc2cccn2Cc2ccccc2Cl)CC(C)C)C(C)C)c1	nt	0	-1
84	C=CCNC(=O)C1CCCN1c1ncnc2c1cnn2-c1ccccc1 (stereo not given)	-5	-7	nt
85	COCCCN(CC(=O)N(CCc1c[nH]c2ccccc12)Cc1ccccc1)C(=O)C1C[C@H]1c1ccccc1 (stereo not given in full)	-9	5	-1
86	CNS(=O)(=O)c1ccc(CN2CCN(Cc3ncccc3C)CC2)cc1	5	-4	-7
87	CCc1ccc(CN2CCC(CCC(=O)NCc3ccc(F)cc3)CC2)o1	3	-8	nt
88	CSc1nnc2c(n1)-c1cccc3cccc-2c13	12	-7	nt
89	O=C(C1COc2ccccc2O1)N(Cc1nc2ccccc2c(=O)[nH]1)CC1CCCO1 (stereo not given)	4	-3	-5
90	CCn1c(=O)c(C(=O)N2CCN(C)CC2)nn(-c2ccccc2F)c1=O	4	-1	-7
91	COc1ccccc1C1=NN(C(=O)CN2CCCCC2C)C(c2ccc(C)cc2)C1 (stereo not given)	-3	-1	-1
92	CS(=O)(=O)N1CCC(Oc2cccc(C(=O)NC3Cc4ccccc4C3)c2)CC1	7	-9&-4	nt
93	CC(C)(Oc1ccc2c(c1)CCC2)C(=O)N1CCN2C(=O)CNC(=O)C2C1 (stereo not given)	1	-6	-20
94	Cc1ccccc1C(NC(=O)Cc1nonc1C)c1ccncc1 (stereo not given)	0	-3	nt
95	CCCC(CCC)C(=O)N1CCN(C(=O)c2cn(C(C)C)cc3c(=O)n(-c4ccccc4)nc2-3)CC1	12	-4	-5
96	CN(C)c1ncc(-c2nccn2-c2cccc3c2CCC3)cn1	-6	-1	-13
97	CC(C)c1cc(=O)n(CC(=O)N(Cc2ccccc2)c2ccccc2)cn1	9	-6	nt
98	Cc1cccc(CO[C@]2(C(=O)NN3CCOCC3)CC(OCc3ccccc3)[C@H](O)[C@H](O)C2)c1 (stereo not given in full)	-4	4	0
99	FC(F)c1nc2ccccc2n1-c1nc(N2CCOCC2)nc(N2CCOCC2)n1	-4	-8	-9
100	CN(C(=O)c1n[nH]c2c1CNCC2)C1CCCCC1	nt	-9	-5

In a second layout: entries from further up
83	Cc1cccc(NC(=O)N(CC(=O)N(Cc2cccn2Cc2ccccc2Cl)CC(C)C)C(C)C)c1
  NPYLR7 ag: nt
  hcGAS inh: 0
  mcGAS lum: -1

84	C=CCNC(=O)C1CCCN1c1ncnc2c1cnn2-c1ccccc1 (stereo not given)
  NPYLR7 ag: -5
  hcGAS inh: -7
  mcGAS lum: nt

85	COCCCN(CC(=O)N(CCc1c[nH]c2ccccc12)Cc1ccccc1)C(=O)C1C[C@H]1c1ccccc1 (stereo not given in full)
  NPYLR7 ag: -9
  hcGAS inh: 5
  mcGAS lum: -1

86	CNS(=O)(=O)c1ccc(CN2CCN(Cc3ncccc3C)CC2)cc1
  NPYLR7 ag: 5
  hcGAS inh: -4
  mcGAS lum: -7

(continued)
no.	SMILES	NPYLR7 ag	hcGAS inh	mcGAS lum
101	Cc1ccccc1-c1nc2scc(CCNS(=O)(=O)c3ccc4ccccc4c3)n2n1	3	-3	-4
102	O=C(NC1CCCCC1)c1cn(C2CC2)cc(C(=O)N2CCOc3ccc(Cl)cc3C2)c1=O	19	-9	-13
103	CC(C)Nc1ccc(C(=O)NCCOc2ccccc2Cl)cn1	-21	-8	-3
104	CCn1cc(C(=O)N2CCC3(CC2)N=C(c2csc(C)n2)NC3=O)cn1	nt	-11	-12
105	Cc1nccn1-c1ccnc(C(=O)NCC2(c3ccccc3)CCC2)c1	5	-6	nt
